STAT3 act: activators of IL-6 induced STAT3 signaling; 190,000 tested, 0.91% active; activation (% of control), % at 5.6 µM; U3A cells, IL-6 STAT3-luciferase reporter, luminescence; 100% = signal with IL-6 EC80 alone; AID 871;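 active = activation above the screen-wide mean of compound activation plus 3 SD, cut at about 130% in these data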;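 also: 0% = background luminescence of wells with medium and substrate only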
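Material: STAT1-lacking human U3A cells, STAT3 luciferase reporter | Benchmarks: IL-6-only wells as 100% reference | Probe or stimulus: IL-6 (33 ng/mL) | Timing: Compound 1 h, then IL-6 6 h at 37 °C | Detection: Luminescence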
ROMK primary: human ROMK K+ channel modulation, primary screen; P48048; Tet-inducible ROMK, thallium flux fluorescence; actives lie on both sides; B-score at 10 µM; 130,000 tested, 2% active;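 active = signal ratio slope over the read window, or its plate-corrected B-score, at least 3 SD from the plate mean, either direction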;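 also: B-score of the F/F0 ratio slope over 7 to 12 s after thallium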
Target sequence (P48048 whole entry, looked up): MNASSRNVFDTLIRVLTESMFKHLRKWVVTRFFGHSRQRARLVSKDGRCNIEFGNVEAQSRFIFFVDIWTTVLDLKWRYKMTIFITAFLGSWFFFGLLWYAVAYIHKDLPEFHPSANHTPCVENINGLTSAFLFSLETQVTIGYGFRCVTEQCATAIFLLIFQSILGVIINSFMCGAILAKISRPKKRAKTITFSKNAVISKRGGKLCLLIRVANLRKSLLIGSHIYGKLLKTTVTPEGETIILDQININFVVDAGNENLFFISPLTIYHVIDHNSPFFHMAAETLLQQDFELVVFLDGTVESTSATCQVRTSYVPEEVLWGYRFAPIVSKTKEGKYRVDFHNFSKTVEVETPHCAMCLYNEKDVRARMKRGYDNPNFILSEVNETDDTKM
FLuc stim CS: firefly luciferase counter-screen for stimulation assays; P08659; ATPlite luciferase biochemical, luminescence, 10 min; 0 = ATP-free wells, 1 = DMSO control; activation factor at 10 µM; 200,000 tested, under 10 active; AID 1027;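 active = luciferase activation factor, scaled between plate controls, of at least 2 with compound at 10 µM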
Target sequence (P08659 whole entry, looked up): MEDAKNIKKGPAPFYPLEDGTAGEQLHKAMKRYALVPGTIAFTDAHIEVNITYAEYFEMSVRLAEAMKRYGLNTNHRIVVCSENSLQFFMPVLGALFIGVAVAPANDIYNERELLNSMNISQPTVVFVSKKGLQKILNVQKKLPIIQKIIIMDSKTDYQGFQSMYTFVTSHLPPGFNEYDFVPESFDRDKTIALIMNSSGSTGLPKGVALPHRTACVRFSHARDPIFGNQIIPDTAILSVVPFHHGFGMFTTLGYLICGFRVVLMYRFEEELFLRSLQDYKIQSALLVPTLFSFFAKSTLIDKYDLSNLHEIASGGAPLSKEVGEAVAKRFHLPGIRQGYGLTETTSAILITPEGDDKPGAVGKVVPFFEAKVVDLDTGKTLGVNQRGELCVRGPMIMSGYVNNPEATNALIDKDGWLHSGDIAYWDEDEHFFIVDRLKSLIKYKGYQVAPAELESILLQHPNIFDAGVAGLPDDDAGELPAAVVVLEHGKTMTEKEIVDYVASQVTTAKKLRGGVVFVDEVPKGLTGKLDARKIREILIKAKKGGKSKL
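System: cell-free luciferase reagent; medium: PBS as buffer for the ATP substrate; doses: test compounds dosed from 2 mM stocks in 100% DMSO; incubation: 10 min, room temperature; measured by: luminescence from luciferase reaction; read-out: luciferase activation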
STAT3 inh: reduces IL-6 driven STAT3 reporter signal | U3A cells, IL-6 STAT3-luciferase reporter, luminescence; host cell line lacks STAT1 | inhibition, % at 5.5 µM | 190,000 tested, 0.89% active;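 active = inhibition above the mean inhibition across all screened compounds plus 3 SD, cut at about 44% in these data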;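 also: 0% = DMSO only wells and 100% = 100 µM nifuroxazide control wells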
STAT1 activator: increases IFN-gamma driven STAT1 reporter signal; NIH 3T3 STAT1-luciferase reporter, luminescence; 100% = IFN-gamma alone, no compound; activation (% of control), % at 5.5 µM; 200,000 tested, 2.6% active; AID 932;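 active = activation above the screen-wide mean activation plus 3 SD, cut at about 130% in these data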;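 also: raw ratio to IFN-gamma control signal so 100% means no change and 0% no light; values of inactives mirror those of a sister screen read the other way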
FLuc inhib CS: counter-screen for luciferase assay inhibitors: firefly luciferase inhibition. 200,000 tested, 1.5% active. P08659. AID 1006. inhibition, % at 10 µM. ATPLite firefly luciferase biochemical luminescence, 10 min;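 active = inhibition above about 50% when tested at 10 µM, limit read from the data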
APP 5'UTR act: activates APP 5'UTR luciferase reporter | SH-SY5Y APP 5'UTR luciferase reporter, luminescence; zero percent = DMSO vehicle wells | activation, % at 2 µM | 190,000 tested, 1% active;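 active = activation above a set limit, based on mean plus 3 SD of controls, cut at about 140% in these data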; also: values of inactives mirror those of a sister screen read the other way
APP transl inh: APP translation inhibition. SH-SY5Y APP 5'UTR-luciferase reporter, luminescence. inhibition, % at 2 µM. 190,000 tested, 0.82% active;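 active = inhibition above a set limit, derived from the sample mean plus 3 SD, cut at about 45% in these data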; also: values of inactives mirror those of a sister screen read the other way
STAT1 inh: inhibitors of IFN-gamma induced STAT1 signaling; inhibition, % at 5.5 µM; 200,000 tested, 0.35% active; NIH 3T3 STAT1-luciferase reporter, luminescence;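 active = inhibition above a set limit, the mean inhibition across all tested compounds plus 3 SD, cut at about 34% in these data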;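 also: 0% = IFN-gamma with DMSO and 100% = IFN-gamma with 300 µM nifuroxazide; values of inactives mirror those of a sister screen read the other way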
NF-kB neuron act: raises NF-kB expression in human neuronal cells | NF-kB reporter expression; stronger effect = higher value | fold change at 12.5 µM | 190,000 tested, 1.6% active | AID 1239; in the data active = fold change above about 3.3
Starred values were filed as active, the others as inactive; . = not tested or not shown.

Sample of the layout:
Molecule,APP transl inh,NF-kB neuron act,STAT3 inh,STAT1 activator,ROMK primary,APP 5'UTR act,FLuc stim CS,STAT1 inh,STAT3 act,FLuc inhib CS
COC(=O)C1=C(C)N(Cc2ccc(OC)c(OC)c2)C(=O)C1,-6,0.89,7,100,.,6,1,0,99,-2
CCOC(=O)c1cc(-c2ccccc2)n(CC(=O)Nc2cc(OC)cc(OC)c2)c1C,-3,0.89,-8,103,0.31,3,1.1,-3,104,-9

Results, repeating the preview:
Molecule,APP transl inh,NF-kB neuron act,STAT3 inh,STAT1 activator,ROMK primary,APP 5'UTR act,FLuc stim CS,STAT1 inh,STAT3 act,FLuc inhib CS
COC(=O)C1=C(C)N(Cc2ccc(OC)c(OC)c2)C(=O)C1,-6,0.89,7,100,.,6,1,0,99,-2
CCOC(=O)c1cc(-c2ccccc2)n(CC(=O)Nc2cc(OC)cc(OC)c2)c1C,-3,0.89,-8,103,0.31,3,1.1,-3,104,-9
COc1ccc(-c2csc(Cc3nnc4n3CCCCC4)n2)cc1OC,-2,1,-10,100,.,2,1.1,0,112,-5
Cc1noc(C)c1CN1C(=O)NC2(CCc3ccccc3C2)C1=O (stereo unspecified),-14,0.82,7,107,.,14,.,-8,98,.
O=C(NC(C(=O)N1CCCC1C(=O)O)=C1CCCCC1)c1ccccc1 (stereo unspecified),9,1.1,4,111,.,-9,0.9,-14,100,7
C/C(=N\Nc1ccc(F)cc1F)c1cccs1,-12,1.4,22,129*,0.19,12,1,-33,86,-2
O=C(NC1CCCCCC1)C(=S)N1CCOCC1,-2,1,-5,101,1,2,1,-4,105,-4
Cc1ccc(-c2nc(N/N=C/c3ccncc3)c3ccccc3n2)cc1,-31,2.4,90*,29,0.77,31,0,78*,25,98*
CCOc1ccc(-n2c(C)nc(O)c2N=Nc2ccccc2)cc1,0,1.4,2,97,1.1,0,1,2,102,1
CC1(C)Cc2c(c(N3CCOCC3)nc3sc4c(NCc5ccco5)nnnc4c23)CS1,29,0.65,12,111,-0.82,-29,1.1,-12,92,-7
CC1CCCCN1C(=O)CSc1nc(N)cc(=O)[nH]1 (stereo unspecified),8,1,10,102,-0.51,-8,1.1,-2,96,-7
Cc1ccc(S(=O)(=O)/N=C/c2ccc(N(C)C)cc2)cc1,-12,1,-2,102,0.77,13,1.1,-2,100,-5
CCOC(=O)N1CCN(CC(O)COC2CC(C)CC(C)(C)C2)CC1 (stereo unspecified),-5,1.1,4,103,.,5,1,-4,101,-3
O=C1/C(=C/c2ccc(O)c([N+](=O)[O-])c2)SC(=S)N1Cc1ccccc1,30,0.93,3,95,-1.7,-30,1,7,102,-4
CC(OC(=O)CN(C)S(=O)(=O)c1ccc(Cl)cc1)C(=O)Nc1ccc(N2CCOCC2)cc1 (stereo unspecified),-8,1.3,0,107,.,8,1,-6,105,-3
O=C(CCl)NNc1cccc(Cl)n1,-11,1.9,9,101,.,11,1.1,-1,98,-7
Cc1cccc(CSc2nnc(N)n2-c2ccccc2)c1,-19,1.6,3,101,0.026,19,1,2,100,-4
CC(C)n1nnnc1SCC(=O)Nc1ccc2c(c1)OCO2,-4,1.3,-1,104,-0.029,4,1,-4,104,-2
CCOc1ncccc1C(=O)Nc1ccc(OC)c(S(=O)(=O)N2CCCCC2)c1,13,1.2,18,97,0.35,-13,1,2,87,-2
O=C(Nc1ccccc1)c1ccccc1N=Cc1ccccc1O,-12,1.1,5,114,0.54,12,1,-12,94,-5
CCc1cc[n+](C2=C([O-])c3ccccc3C(=O)/C2=N\S(=O)(=O)c2cccs2)cc1,-12,0.41,-12,89,-0.58,12,1.1,13,108,-6
Cc1onc(-c2ccccc2Cl)c1C(=O)Nc1nc2c(s1)CCCC2,-43,0.73,-5,127,.,43,1.1,-30,109,-6
OCCC1CN(CC#Cc2ccccc2)CCN1C1CCCC1 (stereo unspecified),-12,1,-2,97,.,12,1,1,105,-2
O=C(OCc1cccnc1)C1=Cc2ccccc2OC1,-1,1,10,116,-0.6,1,1.1,-18,99,-5
Cc1cccc2c1CC(C)(C)N=C2C1=C(O)CCCC1=O,.,1.1,-10,99,.,.,1,1,113,-5
C=CCn1c(SCC(=O)c2ccc(OC)cc2)nnc1-c1ccc2c(c1)OCO2,-4,1.1,-2,102,0.13,4,1,-2,105,-2
Cc1cc(=O)oc2cc(OCC(=O)N3CCCc4ccccc43)ccc12,-4,1.1,7,110,-0.25,4,1.1,-11,97,-5
COc1cccc(OC)c1OCCNCCO,-3,1,2,99,.,3,1.1,2,102,-6
NC(=O)c1c(NC(=O)c2cccnc2Cl)sc2c1CCCC2,16,1.1,11,110,0.74,-16,0.9,-11,93,11
CCO/N=C1\C(=O)N(c2ccccc2)c2ccccc21,12,0.99,16,94,-1,-12,1,6,89,-2
CCOc1ccc(N(CC(=O)N2CCc3ccccc32)S(=O)(=O)c2c(C)noc2C)cc1,-8,0.7,8,96,.,8,1.1,5,100,-7
NS(=O)(=O)c1cccc(NC(=O)CNC(=O)CC23CC4CC(CC(C4)C2)C3)c1,-1,1.1,-2,99,-0.52,1,1,-1,104,-2
N/C(=N\OC(=O)COc1ccc(Br)cc1Cl)c1ccccn1,-193,5.6*,57*,125,1.3,193*,0.6,-28,51,39
CCCCS(=O)(=O)c1sc2nc(C)cc(C)c2c1N,-13,0.74,16,97,0.68,13,1,3,90,-4
CC1(C)Cc2c(c(-c3ccco3)[nH]c(=O)c2C#N)CS1,6,1.1,-6,97,-3.7*,-6,1,5,108,-3
CCOC(=O)Cc1nnc(NC(=O)C(CC)Sc2nc(C)cc(=O)[nH]2)s1 (stereo unspecified),-9,1.2,0,106,.,9,1.1,-5,100,-12
Cc1ccc(C(=O)N(C)c2ccc(OCC(=O)N3c4ccc(C)cc4C4CN(C)CCC43)cc2)cc1 (stereo unspecified),-27,0.98,13,95,1.5,27,0.1,4,96,88*
O=C(CN1C(=O)c2cccc3cccc(c23)C1=O)N1CCCCCC1,0,0.92,12,94,.,0,1.1,7,92,-10
CC(=O)c1c(C)cc(C)c(CSc2nc(C)cc(=O)[nH]2)c1C,-38,1.6,8,76,0.45,72,1,25,99,-2
Cc1ccc(S(=O)(=O)N(CC(=O)N2CCC(C)CC2)Cc2ccccc2F)cc1,28,0.88,7,96,.,-28,1,4,100,-4
Cc1ccc2cc(CN(Cc3ccco3)C(=O)NCc3ccccc3)c(=O)[nH]c2c1C,-6,1.1,6,95,.,6,1,6,98,0
CN(C)CC(O)COC(c1ccc(Cl)cc1)c1ccc(Cl)cc1 (stereo unspecified),11,1.2,10,105,-1.8,-11,1.1,-5,92,-11
CN(CC(=O)N1CCc2ccccc21)S(=O)(=O)c1ccc(Br)s1,-4,1.3,-8,101,-1.1,4,1,-1,114,-3
COC(=O)c1sccc1NC(=S)N1CCC(C)CC1,8,1,10,103,-0.24,-7,1,-3,97,-3
O=C(NCCc1ccccc1)c1cccc(N2C(=O)C3CC=CCC3C2=O)c1 (stereo unspecified),8,0.94,8,103,0.11,-8,1,-4,99,-3
CCc1ccc(OCC(=O)c2c(O)c3ccccc3oc2=O)cc1,1,1,6,108,0.65,-1,1,-9,100,5
CCCCCCc1ccc(OCC(=O)OC)cc1OCC(=O)OC,3,1.1,1,98,-0.0079,-3,1,2,104,-1
COc1cc(/C=C(/C#N)C(=O)NCCc2c[nH]c3ccccc23)ccc1OCc1ccccc1F,10,1.1,6,99,0.63,-10,1,1,102,0
C[N+]1(C)CC2=Cc3ccccc3CC2C1 (stereo unspecified),9,0.84,-7,98,1.4,-9,1,1,110,2
CCCc1nc2ccccc2n1CCOc1ccccc1,-3,1.1,8,97,.,3,1,3,100,-2
CCOc1ccc2nc(-c3ccccc3)nc(SCC(=O)Nc3ncc(C)s3)c2c1,4,0.94,-2,109,.,-4,1,-10,106,-5
Cc1ccc(CSc2nnc(C(F)(F)F)n2Cc2ccc(F)cc2)cc1,-14,1.4,0,98,.,14,1.1,3,104,-8
COc1ccc2nc(NC(=O)c3cc(C)oc3C)sc2c1,-145,2.5,23,139*,.,145*,0.5,-42,83,49
COc1ccc(C(=O)NCc2cn3ccccc3n2)cc1,0,1.2,4,106,-0.34,0,1,-6,99,-1
COc1c(OC2OC(C(=O)O)C(O)C(O)C2O)cc(O)c2c(=O)cc(-c3ccccc3)oc12 (stereo unspecified),6,1.2,-1,108,-0.023,-6,1.1,-8,99,-8
CCN(CC)CCNC(=O)CS(=O)Cc1nc(-c2ccc(C)cc2)oc1C (stereo unspecified),3,1.4,0,101,0.017,-3,1,-1,102,1
Cc1c(O)c(S(=O)(=O)c2ccccc2)c(=O)n(-c2ccccc2)c1-c1ccccc1,-24,1.5,-2,102,0.14,24,1.1,-2,106,-10
CCOC(=O)c1sc(=S)n(-c2ccccc2)c1N,-4,0.98,-2,95,.,4,1.1,1,102,-6
CCOC(=O)C(NC(=O)c1cccc(Cl)c1)(Nc1sc2c(c1C(N)=O)CCC2)C(F)(F)F (stereo unspecified),-4,1.3,-7,98,.,4,1,2,107,-3
CCOC(=O)C1CCN(C(=O)C2CCN(c3nc4ccc(OC)cc4s3)CC2)CC1,1,0.98,24,95,-2.7,-1,0.9,5,84,9

(more compounds)
Molecule,APP transl inh,NF-kB neuron act,STAT3 inh,STAT1 activator,ROMK primary,APP 5'UTR act,FLuc stim CS,STAT1 inh,STAT3 act,FLuc inhib CS
COC(=O)CN(C#N)c1nc(NC(C)C)nc(OC)n1,6,1,-4,105,.,-6,1.1,-5,104,-7
COCCNC(=O)C1CC(c2cccc([N+](=O)[O-])c2)=NO1 (stereo unspecified),5,1.1,4,103,-0.046,-5,1.1,-3,103,-10
C/C(=N/NC(=O)CNC(=O)c1cccnc1)c1ccc([N+](=O)[O-])cc1,1,1.3,16,93,0.35,-1,1,6,90,-3
Cc1ccc(-c2nnc(-c3ccccc3)o2)cc1,-133,7.9*,20,128,.,133,0.3,-30,84,67*
COc1ccc(N(C)C(=O)Cc2c(C(=O)O)[nH]c3ccccc23)c(OC)c1,11,1.1,-14,99,1.4,-11,1.1,2,116,-9
Fc1cccc(F)c1/C=C/c1ccc2ccccc2n1,-166,4.4*,56*,103,0.028,166*,0.2,-3,55,82*
COc1ccc(-c2cc(C(F)(F)F)n3nc(C(=O)NCc4ccco4)cc3n2)cc1,7,0.91,20,96,.,-7,1,4,88,-4
CCc1ccccc1NC(=S)N(CCN1CCCCC1)Cc1ccco1,-27,1.1,16,97,-0.85,27,1,3,88,-3
Cc1ccc(N/N=C/c2c(C)c(C#N)c(=O)n(C)c2O)cc1C,-9,1.7,-1,110,2.1,9,1,-14,105,3
O=C(Nc1ccc(F)cc1)c1cccc(N2C(=O)C3C4CCC(C4)C3C2=O)c1 (stereo unspecified),-8,1.3,12,99,-0.45,8,1,4,88,0
C=CCn1c(N)cc(=O)nc1SCC(=O)NC(C)c1ccccc1 (stereo unspecified),-20,1.1,4,99,.,20,1,6,99,-3

From PubChem

Compounds were not picked by outcome, and some 7.1% of all compounds hit somewhere here.
